Source: PubChem (Broad Institute)
ERp5 inh: ERp5 (human) disulfide isomerase inhibition; ERp5 insulin aggregation, absorbance 650 nm, 90 min; 350,000 tested, 0.05% active; inhibition, % at 9.99 µM; Q15084;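 active = mean replicate inhibition above about 25%, with every replicate also reaching it, limit read from the data, passing the limit was not always enough; inconclusive = only one of those two criteria met; inactive = neither criterion met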
Target sequence (Q15084 whole entry, looked up): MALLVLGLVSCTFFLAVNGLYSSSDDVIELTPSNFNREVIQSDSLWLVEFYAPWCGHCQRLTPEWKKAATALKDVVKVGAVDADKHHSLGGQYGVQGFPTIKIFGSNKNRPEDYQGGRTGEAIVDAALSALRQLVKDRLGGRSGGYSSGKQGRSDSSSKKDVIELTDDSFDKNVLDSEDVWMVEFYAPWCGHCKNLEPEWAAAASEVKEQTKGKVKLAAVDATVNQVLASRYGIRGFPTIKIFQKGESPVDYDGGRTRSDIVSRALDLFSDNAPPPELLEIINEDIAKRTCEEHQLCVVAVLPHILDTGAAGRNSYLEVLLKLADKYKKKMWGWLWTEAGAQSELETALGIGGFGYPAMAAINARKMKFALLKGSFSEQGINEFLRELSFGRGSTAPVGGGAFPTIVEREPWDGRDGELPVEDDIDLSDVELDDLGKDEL
ERAP1 HTS inh: inhibitors of human ERAP1 aminopeptidase; recombinant ERAP1, Leu-AMC fluorescence, 60 min; 340,000 tested, 0.15% active; AID 652197; Q9NZ08; inhibition, % at 10.7 µM;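 active = mean replicate inhibition of at least 30%, or all replicates individually reaching that 30% level; inactive = mean below 30% and not every replicate reaching it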;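 note: 0% = neutral control wells and 100% = L-leucinethiol positive control wells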
SIRT5 block: sirtuin-5 (human) deacylase inhibition. Q9NXA8. Purified SirT5, succinyl-peptide AMC, trypsin-coupled fluorescence. inhibition, % at 15 µM. 330,000 tested, 1.1% active. AID 652115; in the data active = inhibition above about 15%; inconclusive = no clear call, values can overlap the other calls
Target sequence (Q9NXA8 whole entry, looked up): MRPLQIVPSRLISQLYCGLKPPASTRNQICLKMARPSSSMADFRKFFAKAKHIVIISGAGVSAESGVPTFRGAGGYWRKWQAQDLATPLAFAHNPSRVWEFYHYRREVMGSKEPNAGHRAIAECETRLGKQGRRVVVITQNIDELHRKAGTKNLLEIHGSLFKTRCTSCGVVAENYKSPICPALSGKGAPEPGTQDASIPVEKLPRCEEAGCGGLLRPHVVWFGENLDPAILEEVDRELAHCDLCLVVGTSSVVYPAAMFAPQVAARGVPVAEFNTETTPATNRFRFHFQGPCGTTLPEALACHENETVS
CFTR F508del cor: CFTR F508del correction in bronchial cells; AID 720511; activity (quench increase), % at 7.58 µM; CFBE cells, YFP halide quenching; stimulated with forskolin plus potentiator P3; % fluorescence drop versus neutral controls; 350,000 tested, 0.36% active;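 active = mean added fluorescence quench of at least 8% versus neutral control, with both replicates also reaching 8%; inconclusive = only one of the mean or replicate conditions met; inactive = mean below 8% and not both replicates reaching 8%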;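 note: cells transiently co-express mutant CFTR-F508del with the halide-sensitive YFP; corrector assay measuring rescue of mutant channel to the surface after 24 h compound exposure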
CASP6 VEID inh: inhibitors of human caspase-6 | AID 686996 | 350,000 tested, 0.53% active | P55212 | purified caspase-6, Z-VEID-R110 cleavage fluorescence | inhibition, % at 12.5 µM;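 active = mean inhibition across replicates at least about 35%, with every replicate also reaching that limit, limit read from the data; inconclusive = only one of the two criteria met; inactive = neither criterion met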;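 note: 0% = median of neutral control wells and 100% = no fluorescence left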
Target sequence (P55212 24-179 limits assumed): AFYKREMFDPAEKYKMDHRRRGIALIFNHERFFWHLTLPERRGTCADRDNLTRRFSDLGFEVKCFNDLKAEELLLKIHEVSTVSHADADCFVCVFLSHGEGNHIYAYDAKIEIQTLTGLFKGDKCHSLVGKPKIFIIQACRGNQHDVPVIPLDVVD
Target sequence (P55212 194-293 limits assumed): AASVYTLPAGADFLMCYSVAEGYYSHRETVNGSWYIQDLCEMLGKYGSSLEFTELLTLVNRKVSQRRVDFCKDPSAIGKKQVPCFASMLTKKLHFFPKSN
DENV2 CPE: protects cells from dengue virus 2 cytopathic effect; DENV2-infected cells, cytopathic effect rescue, plate reader; CPE inhibition, % at 9.99 µM; 350,000 tested, 1.7% active; AID 651640; in the data active = CPE inhibition above about 20%, passing the limit was not always enough; inconclusive = no clear call, values can overlap the other calls; tested in BHK-21 cells;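 note: 0% = median of neutral control wells and 100% = median of positive control wells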
miR122 inh: inhibitors of miR-122 in Huh7 cells; activation (reporter increase), % at 12.5 µM; Huh7 miR-122 Renilla luciferase sensor, 48 h; neutral wells = 0, positive control = 100; 340,000 tested, 0.3% active;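 active = mean replicate activation score at least 90 and every replicate individually at or above 90; inconclusive = only one of the two criteria met; inactive = neither criterion met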;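 note: higher luciferase means less miR-122 activity so hits act as miR-122 inhibitors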
* hit, by the source's call; u = inconclusive; x = no result given; & = joins results of further samples; [ ] = another dose, or the depositor's remark.

Below each SMILES: ERp5 inh | ERAP1 HTS inh | SIRT5 block | CFTR F508del cor | CASP6 VEID inh | DENV2 CPE | miR122 inh
> C[C@H]1CN([C@@H](C)CO)C(=O)c2cc(NC(=O)CCN3CCOCC3)ccc2O[C@@H]1CN(C)S(=O)(=O)c1ccccc1
    4 | -16 | 0 | 0.3 | 2 | 4 | -6[16.7 µM]
> CC(=O)c1cc2c(cc1NC(=O)c1cccc(S(=O)(=O)N3CCN(C)CC3)c1)OCO2
    2 | 2 | 1 | 5.0 | 2 | 7 | x
> N#Cc1cc(N)ccc1-n1cccc1
    2 | 4 | 3 | -0.4 | -1 | -2 | -3
> Cc1ccc(N2C(SCC(=O)O)=NC(=Nc3cccc(C)c3)C23CCCC3)cc1
    0 | 9 | 2 | 1.3 | 2 | -1 | 2
> O=C(CCNC(=O)c1ccc(Cl)cc1)NCc1ccco1
    -1 | 1 | x | 0.2 | 3 | 16 | x
> O=C(N[C@@H]1CC[C@H](CCNS(=O)(=O)c2ccc(Cl)cc2)O[C@H]1CO)c1cnccn1
    2 | 0 | -6 | -1.5 | 0 | -5 | x
> COc1ccc(S(=O)(=O)Nc2ccc3c(c2)C(=O)N([C@@H](C)CO)C[C@@H](C)[C@H](CN(C)C(=O)CCCN(C)C)OCCCC[C@@H](C)O3)cc1
    0 | -3 | -2 | -0.3 | 0 | 31* | 1[16.7 µM]
> Cc1c(NS(=O)(=O)c2ccc(F)cc2)c(=O)n(-c2ccccc2)n1C
    1 | -2 | -4 | -1.0 | -4 | 10 | 13
> COc1ccc(NC(=O)N(C)C[C@H]2OCCCC[C@@H](C)Oc3ccc(NC(=O)C4CCCCC4)cc3C(=O)N([C@H](C)CO)C[C@H]2C)cc1
    0 | 2 | -1 | 1.6 | 1 | 1 | 2[16.7 µM]
> C/C(CC(=O)N1CCN(C=O)CC1)=N\NC(=O)c1ccc(Br)cc1
    -5 | 3 | 2 | -0.5 | -1 | -1 | 2
> CCOC(=O)C1=C(C)N(CCCCCC(=O)O)C(=O)NC1c1ccccc1OC(=O)c1cccs1 (stereo not given)
    -4 | 3 | -1 | 2.0 | 1 | 47* | x
> O=S1(=O)c2ccc(Br)cc2N2CC[C@H](C2)N1Cc1ccc(Cl)cc1
    2 | 8 | -3 | 1.6 | 0 | -6 | 30
> Cc1cccc(NC(=S)NCc2ccccc2)c1C
    -4 | -8 | 2 | 3.1 | -3 | -1 | 40
> COc1ccc(CN(C)C[C@H]2OCCCC[C@@H](C)Oc3ccc(NC(=O)Nc4ccc(OC)cc4)cc3C(=O)N([C@@H](C)CO)C[C@@H]2C)cc1
    1 | -1 | 0 | -1.3 | -1 | 7 | 5[16.7 µM]
> CCc1ccc2nc(NC(=O)C3CSC4(C)CCC(=O)N34)sc2c1 (stereo not given)
    -11 | 1 | 2 | 2.6 | 10 | -5 | -2
> CO[C@H]1CN(C)C(=O)c2ccc(NC(C)=O)cc2OC[C@H](C)N(Cc2ccccn2)C[C@H]1C
    4 | -1 | 1 | 2.6 | 2 | 11 | -3[16.7 µM]
> O=C(Nc1cccc(Cl)c1)Nc1nnc([C@H]2C[C@H](O)[C@@H](CO)O2)s1
    0 | -4 | -2 | -3.7 | 4 | -11 | 0
> CN(Cc1ccccc1)Cc1cc(=O)oc2ccccc12
    1 | 6 | -2 | -1.2 | 2 | -1 | -6
> O=C(Nc1cccc(Cl)c1)N[C@@H]1CC[C@@H](CCNC(=O)C2CCC2)O[C@H]1CO
    1 | 5 | -2 | -0.2 | 0 | -11 | x
> COc1ccc(S(=O)(=O)N(C)C[C@H]2Oc3ccc(NS(=O)(=O)c4ccccc4)cc3C(=O)N([C@H](C)CO)C[C@@H]2C)cc1
    10&5 | 0&0 | -5&-4 | -0.5&0.4 | 3&2 | 10&2 | 3
> COC(=O)C12CCC(C)(c3nc4ccccc4nc31)C2(C)C (stereo not given)
    3 | 4 | -6 | 1.4 | x | 4 | -2
> Cc1cc(NC(=O)CSc2nnnn2-c2ccc(C(C)C)cc2)no1
    -1 | -3 | 0 | -1.9 | 0 | -5 | x
> C[C@H]1CCCCO[C@H](CN(C)C(=O)c2ccccc2)[C@@H](C)CN([C@@H](C)CO)C(=O)c2cc(NC(=O)CCCN(C)C)ccc2O1
    1 | -1 | 4 | 1.9 | -1 | 7 | 12[16.7 µM]
> O=C(NCc1ccc(Cl)cc1)C(=O)N/N=C/c1ccc(Br)cc1
    -3 | -2 | -2 | -3.9 | -1 | 2 | 6
> CCOC(=O)c1c(NC(=O)CSc2ncccn2)sc2c1CC(C)(C)NC2(C)C
    -9 | 1 | -2 | -1.1 | -7 | -8 | -6
> Cc1cccc(C(=O)N2CC(=O)Nc3ccc(F)cc3C2c2ccc(F)cc2)c1 (stereo not given)
    0 | 6 | -6 | -3.6 | x | 7 | x
> CCN(C(=O)COC(=O)c1cc([N+](=O)[O-])ccc1N1CCCCC1)C1CCS(=O)(=O)C1 (stereo not given)
    3 | 1 | x | -1.4 | 2 | -2 | x
> O=C(Nc1cccc(-c2cccc(Cl)c2)c1)C1CCN(Cc2ccc(CO)o2)CC1
    1 | 0 | 1 | -5.3 | -6 | 20 | -1
> Cc1cccc(NS(=O)(=O)c2cc3c(cc2C)N(C)CCO3)c1
    9 | 2 | -3 | -2.6 | -3 | -4 | 35
> O=C(CCNS(=O)(=O)c1ccccc1)NCC1CCCCC1
    -1 | -3 | 5 | 2.2 | -1 | -4 | x
> COc1cccc(OC)c1C(=O)Nc1ccc(C(=O)c2ccncc2)cc1
    -8 | -8 | 3 | 0.6 | -1 | -4 | x
> CCOc1ccc2nc(NC(=O)CSc3nc(SC)ns3)sc2c1
    13 | 1 | 4 | -0.5 | 1 | -1 | 3
> O=C1CN(C(=O)COC(=O)CNC(=O)c2ccc(Br)o2)c2ccccc2N1
    -5 | 1 | 3 | -3.4 | 9 | 3 | x
> O=C(CC1CC2CCC1C2)N1CCN(S(=O)(=O)c2ccc(F)cc2)CC1 (stereo not given)
    7 | -1 | x | -1.3 | -52 | -3 | 5
> CCOC(=O)c1sc(=S)n(C)c1NC(=O)c1ccc(OC)cc1
    0 | 3 | 1 | -1.4 | 1 | 9 | 2
> CCc1nc(NCc2cccs2)c2nnn(Cc3ccccc3)c2n1
    -8 | -1 | x | 0.4 | -3 | 11 | -2
> CCSC1=NCCN1C(=O)C(C)(C)Oc1ccc(Cl)cc1
    8 | 3 | -6 | 2.1 | 0 | -3 | x
> CN(C)CCCNC(=O)C[C@@H]1CC[C@@H]2[C@H](COc3ccc(NC(=O)c4ccc5c(c4)OCO5)cc3C(=O)N2C)O1
    2 | 0 | -7 | 2.0 | -6 | u | -3[16.7 µM]
> C[C@H](CO)N1C[C@H](C)[C@H](CN(C)Cc2cccc(C(F)(F)F)c2)OCc2ccccc2-c2ccccc2C1=O
    3 | 1 | 20* | 0.7 | -5 | -1 | x
> C[C@H]1CN([C@@H](C)CO)C(=O)c2cc(NS(=O)(=O)c3ccc(Cl)cc3)ccc2O[C@@H]1CN(C)S(=O)(=O)c1ccc(Cl)cc1
    3 | 0 | 2 | -2.1 | 1 | -6 | 5[16.7 µM]
> C[C@H]1CN([C@@H](C)CO)C(=O)c2cccc(NC(=O)C3CC3)c2O[C@@H]1CN(C)C(=O)Nc1ccc(C(F)(F)F)cc1
    -4 | 0 | 0 | 1.0 | -4 | 2 | 9[16.7 µM]
> CC(=O)Nc1ccc(/C(C)=N/NC(=O)c2ccc(COc3ccccc3Cl)o2)cc1
    9 | x | 0 | 1.2 | 2 | -8 | 1
> CC(C)NC(=O)N(C)C[C@@H]1Oc2ccc(NC(=O)CCCCCC(=O)Nc3ccccc3N)cc2CC(=O)N([C@H](C)CO)C[C@H]1C
    -2 | 4 | x | 0.9 | 2 | u | -6[16.7 µM]
> COc1ccc(C)cc1NC(=S)NC(C)c1ccc(OC)c(OC)c1 (stereo not given)
    0 | 1 | -3 | 7.3 | 5 | 8 | x
> CN(C)C(=O)[C@H]1[C@H](CO)[C@H]2Cn3c(ccc(-c4cccc(F)c4)c3=O)[C@H]2N1C(=O)c1ccccn1
    -1 | -1 | -4 | -4.6 | -1 | -6 | 2[16.7 µM]
> O=C(C[C@@H]1C=C[C@@H](NC(=O)c2cccnc2)[C@H](CO)O1)NCc1ccc(Cl)c(Cl)c1
    -6 | -1 | 2 | -2.7 | -3 | 2 | -11[16.7 µM]
> COC(=O)[C@@H](NC(=O)CCc1nnc(-c2ccsc2)o1)C(C)C
    -1 | -1 | 3 | -6.4 | 1 | 3 | -23
> COc1ccc(CCNC(=O)Nc2cccc([N+](=O)[O-])c2)cc1OC
    2 | -3 | -3 | -2.8 | 0 | -1 | x
> COc1ccccc1OCCNC(=O)Nc1ccc(Br)cc1
    -3 | -10 | 0 | -1.5 | 3 | 16 | x
> Cc1nnc2sc(SCC(=O)Nc3ccc(Br)cc3)nn2c1=O
    -2 | 2 | x | -0.3 | -1 | 12 | 0

The list continues:
Below each SMILES: ERp5 inh | ERAP1 HTS inh | SIRT5 block | CFTR F508del cor | CASP6 VEID inh | DENV2 CPE | miR122 inh
> COCCN(Cc1cc2cc(C)cc(C)c2nc1Cl)C(=O)Nc1ccccc1
    5 | 0 | 0 | 2.7 | -2 | 10 | x
> C#CCN(C[C@H]1[C@H](OC(=O)Nc2cccs2)[C@H](OC(=O)Nc2cccs2)C[C@H]2C(=O)N(c3ccccc3)C(=O)[C@@H]12)S(=O)(=O)c1ccc(C)cc1
    7 | x | -3 | 3.9 | 3 | -1 | 0
> COc1cc2c(cc1OC)CN(C(=O)CN(C)S(=O)(=O)c1ccc(NC(C)=O)cc1)CC2
    6 | -3 | -29 | 2.3 | 5 | 6 | 1
> CSCc1ccc(C(=O)OCc2nc3ccccc3s2)o1
    4 | 0 | x | -0.4 | 9 | 20 | 23
> CS(=O)(=O)Nc1ccc2c(c1)[C@H]1C[C@H](CC(=O)NCc3ccncc3)O[C@@H](CO)[C@H]1O2
    0 | -4 | 4 | -4.1 | 12 | 1 | 0[16.7 µM]
> CCC(C(=O)Nc1ccc(S(=O)(=O)Nc2ncccn2)cc1)c1ccccc1 (stereo not given)
    -1 | -2 | -6 | -0.9 | 3 | -1 | x
> S=c1nccc(-c2ccc(Cl)cc2)[nH]1
    5 | -1 | -1 | -0.1 | 6 | 3 | -7
> CC(C)NC(=O)Nc1ccc2c(c1)C(=O)N(C)[C@H]1CC[C@H](CC(=O)Nc3ccccc3)O[C@H]1CO2
    2 | 2 | -1 | 0.8 | 0 | u | -2[16.7 µM]
> CN(c1ccccc1C(=O)Nc1ccc2ccccc2c1)S(C)(=O)=O
    0 | x | -5 | -0.3 | 0 | 18 | -5
> COc1cc(NS(=O)(=O)c2ccc(NC(=O)/C=C/c3ccc([N+](=O)[O-])cc3)cc2)ncn1
    6 | -3 | -7 | 2.2 | 4 | 11 | x
> CN(C)C(=O)c1ccc(-c2ccccc2[C@H]2[C@@H](C#N)N(C(=O)C3CCC3)[C@@H]2CO)cc1
    1 | -1 | -2 | 1.3 | 1 | -4 | x
> Cc1nc(N/N=C/c2ccc(Br)cc2)cc(N2CCOCC2)n1
    5 | 5 | -6 | -4.8 | 5 | 1 | -7
> COc1ccccc1NC(=O)C1CCN(C(=O)c2ccc(C(C)(C)C)cc2)CC1
    -4 | -1 | 0 | 0.6 | -5 | -3 | -13
> CCn1c(CNC(=O)c2cccc(C)c2)nc2ccccc21
    13 | 18 | -10 | -2.7 | -1 | 11 | 0
> CCCC(=O)Nc1ccc2c(c1)C(=O)N(C)C[C@@H](OC)[C@@H](C)CN[C@H](C)CO2
    7 | 1 | -11 | x | -3 | -2 | 1[16.7 µM]
> Cc1ccc2nc(C(F)(F)F)c(C#N)c(N)c2c1
    -5 | 0 | 0 | 1.3 | 1 | -1 | 10
> COCCNC(=O)c1sc(=O)n(Cc2ccc(SC)cc2)c1C
    -7 | x | x | 2.2 | -3 | u | x
